From PubChem
TcdB inh: blocks C. difficile toxin B glycohydrolase activity. P18177. TcdB glycohydrolase enzymatic assay, plate reader. inhibition, % at 9.99 µM. 0.24% of 350,000 active. AID 652162; in the data active = inhibition above about 10%
Target sequence (P18177 whole entry, looked up): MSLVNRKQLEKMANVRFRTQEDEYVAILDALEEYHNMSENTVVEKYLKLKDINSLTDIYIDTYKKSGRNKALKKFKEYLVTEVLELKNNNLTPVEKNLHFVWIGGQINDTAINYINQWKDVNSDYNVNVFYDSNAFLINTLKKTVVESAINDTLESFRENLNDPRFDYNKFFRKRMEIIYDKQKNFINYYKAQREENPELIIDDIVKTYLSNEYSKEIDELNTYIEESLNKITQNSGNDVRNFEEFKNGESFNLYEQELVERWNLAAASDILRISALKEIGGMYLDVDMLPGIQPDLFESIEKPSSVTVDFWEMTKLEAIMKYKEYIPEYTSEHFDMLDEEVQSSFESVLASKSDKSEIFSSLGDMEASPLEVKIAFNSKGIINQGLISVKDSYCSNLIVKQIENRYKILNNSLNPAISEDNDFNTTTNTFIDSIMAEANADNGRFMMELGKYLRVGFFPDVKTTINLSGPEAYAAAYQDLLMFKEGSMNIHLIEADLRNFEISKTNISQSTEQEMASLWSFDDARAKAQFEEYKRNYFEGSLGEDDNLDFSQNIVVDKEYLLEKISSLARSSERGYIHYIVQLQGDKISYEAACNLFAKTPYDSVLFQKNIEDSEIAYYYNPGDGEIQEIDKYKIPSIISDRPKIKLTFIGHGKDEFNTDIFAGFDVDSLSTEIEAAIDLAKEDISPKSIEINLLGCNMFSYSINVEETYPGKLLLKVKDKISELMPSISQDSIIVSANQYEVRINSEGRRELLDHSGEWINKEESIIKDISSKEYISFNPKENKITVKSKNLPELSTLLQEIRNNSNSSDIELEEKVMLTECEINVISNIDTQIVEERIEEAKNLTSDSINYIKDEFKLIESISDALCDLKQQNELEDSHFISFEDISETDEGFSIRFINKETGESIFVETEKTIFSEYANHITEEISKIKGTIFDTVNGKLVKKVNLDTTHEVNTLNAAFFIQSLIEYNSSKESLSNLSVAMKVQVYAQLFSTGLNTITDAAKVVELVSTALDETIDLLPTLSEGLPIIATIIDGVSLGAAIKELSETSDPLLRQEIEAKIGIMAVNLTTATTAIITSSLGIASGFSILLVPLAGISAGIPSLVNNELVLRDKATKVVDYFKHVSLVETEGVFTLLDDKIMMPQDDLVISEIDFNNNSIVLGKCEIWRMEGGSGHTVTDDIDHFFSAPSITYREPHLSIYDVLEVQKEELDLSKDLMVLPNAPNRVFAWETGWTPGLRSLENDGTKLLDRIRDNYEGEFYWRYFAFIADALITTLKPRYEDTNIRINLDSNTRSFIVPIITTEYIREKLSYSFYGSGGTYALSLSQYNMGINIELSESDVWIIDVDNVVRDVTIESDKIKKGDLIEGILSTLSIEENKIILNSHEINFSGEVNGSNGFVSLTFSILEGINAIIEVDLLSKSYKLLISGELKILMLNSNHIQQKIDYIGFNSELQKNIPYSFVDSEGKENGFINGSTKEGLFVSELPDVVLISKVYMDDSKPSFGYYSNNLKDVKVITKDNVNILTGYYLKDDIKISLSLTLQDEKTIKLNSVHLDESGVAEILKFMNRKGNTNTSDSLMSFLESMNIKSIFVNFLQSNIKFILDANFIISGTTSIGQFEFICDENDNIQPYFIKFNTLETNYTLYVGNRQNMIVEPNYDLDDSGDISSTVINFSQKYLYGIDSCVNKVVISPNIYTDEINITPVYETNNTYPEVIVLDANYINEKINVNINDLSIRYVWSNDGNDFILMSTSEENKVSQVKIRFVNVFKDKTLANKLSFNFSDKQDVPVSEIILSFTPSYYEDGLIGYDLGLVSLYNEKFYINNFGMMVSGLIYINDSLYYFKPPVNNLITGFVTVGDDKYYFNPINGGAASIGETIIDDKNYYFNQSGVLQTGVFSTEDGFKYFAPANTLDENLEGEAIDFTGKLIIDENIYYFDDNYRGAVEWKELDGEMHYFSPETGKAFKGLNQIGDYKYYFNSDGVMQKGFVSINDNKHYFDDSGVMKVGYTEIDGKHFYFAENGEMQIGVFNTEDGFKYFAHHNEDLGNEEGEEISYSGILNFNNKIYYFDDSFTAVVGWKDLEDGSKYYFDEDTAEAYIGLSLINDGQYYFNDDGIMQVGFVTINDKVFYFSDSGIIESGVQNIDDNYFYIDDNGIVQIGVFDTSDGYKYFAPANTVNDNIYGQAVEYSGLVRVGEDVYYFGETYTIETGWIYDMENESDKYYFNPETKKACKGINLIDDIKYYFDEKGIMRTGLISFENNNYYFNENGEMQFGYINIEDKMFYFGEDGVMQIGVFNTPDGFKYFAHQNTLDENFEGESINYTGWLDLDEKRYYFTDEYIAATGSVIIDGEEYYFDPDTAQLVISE
* hit, by the source's call; & = joins results of further samples. Only part of the results is shown; the hit share may differ from the screen's.

Sample of the layout:
structure: CN(C)C(=O)c1cccc(-c2ccc(C3[C@H]4CNC[C@@H]3N4Cc3cc(F)ccc3F)cc2)c1 (stereo not given in full)
  TcdB inh: 0.1&-1.1

structure: C[C@H](CO)N1C[C@H](C)[C@H](CN(C)C(=O)Nc2ccc(F)cc2)OCCCC[C@H](C)Oc2ccc(NC(=O)NC3CCCCC3)cc2C1=O
  TcdB inh: 0.4

structure: COC(=O)C[C@@H]1CC[C@H]2[C@@H](COC[C@@H](O)CN2C(=O)Nc2cccc(F)c2)O1
  TcdB inh: -0.8

structure: O=C(c1ccccn1)N1C[C@@H]2[C@H](c3ccccc31)[C@H](CO)N2C(=O)C1CC1
  TcdB inh: 0.1

This part in full, previewed entries included:
structure: CN(C)C(=O)c1cccc(-c2ccc(C3[C@H]4CNC[C@@H]3N4Cc3cc(F)ccc3F)cc2)c1 (stereo not given in full)
  TcdB inh: 0.1&-1.1

structure: C[C@H](CO)N1C[C@H](C)[C@H](CN(C)C(=O)Nc2ccc(F)cc2)OCCCC[C@H](C)Oc2ccc(NC(=O)NC3CCCCC3)cc2C1=O
  TcdB inh: 0.4

structure: COC(=O)C[C@@H]1CC[C@H]2[C@@H](COC[C@@H](O)CN2C(=O)Nc2cccc(F)c2)O1
  TcdB inh: -0.8

structure: O=C(c1ccccn1)N1C[C@@H]2[C@H](c3ccccc31)[C@H](CO)N2C(=O)C1CC1
  TcdB inh: 0.1

structure: CCC(=O)Nc1ccc2c(c1)OC[C@H](C)N(CC1CCOCC1)C[C@H](C)[C@@H](OC)CN(C)C2=O
  TcdB inh: -0.1

structure: CN(C)C(=O)[C@H]1[C@H](CO)[C@H]2Cn3c(cccc3=O)[C@H]2N1CC1CCCCC1
  TcdB inh: -0.3

structure: C[C@H](CO)N1C[C@H](C)[C@H](CN(C)Cc2ccccc2C(=O)O)Oc2cc(-c3ccccc3)ccc2S1(=O)=O
  TcdB inh: 0.4

structure: C/C=C/c1ccc([C@@H]2[C@@H](CO)N[C@@H]2CN(C(=O)C2CCC2)C(C)C)cc1
  TcdB inh: -0.2

structure: C[C@H]1CN([C@@H](C)CO)C(=O)CCCn2cc(nn2)CO[C@H]1CN(C)C(=O)Nc1ccc(N2CCN(C)CC2)cc1
  TcdB inh: -0.2

structure: O=C(C1CCC1)N1C[C@H]2[C@@H](c3ccccc31)[C@@H](CO)N2C(=O)Nc1cccc(F)c1
  TcdB inh: 2.3

Some values from above.
TcdB inh result of CN(C)C(=O)[C@H]1[C@H](CO)[C@H]2Cn3c(cccc3=O)[C@H]2N1CC1CCCCC1 : -0.3
TcdB inh result of C[C@H](CO)N1C[C@H](C)[C@H](CN(C)Cc2ccccc2C(=O)O)Oc2cc(-c3ccccc3)ccc2S1(=O)=O : 0.4
TcdB inh result of O=C(C1CCC1)N1C[C@H]2[C@@H](c3ccccc31)[C@@H](CO)N2C(=O)Nc1cccc(F)c1 : 2.3
TcdB inh result of C/C=C/c1ccc([C@@H]2[C@@H](CO)N[C@@H]2CN(C(=O)C2CCC2)C(C)C)cc1 : -0.2
TcdB inh result of C[C@H](CO)N1C[C@H](C)[C@H](CN(C)C(=O)Nc2ccc(F)cc2)OCCCC[C@H](C)Oc2ccc(NC(=O)NC3CCCCC3)cc2C1=O : 0.4
TcdB inh result of C[C@H]1CN([C@@H](C)CO)C(=O)CCCn2cc(nn2)CO[C@H]1CN(C)C(=O)Nc1ccc(N2CCN(C)CC2)cc1 : -0.2

Back to the main list with the five entries that preceded the break.
structure: CN(C)C(=O)[C@H]1[C@H](CO)[C@H]2Cn3c(cccc3=O)[C@H]2N1CC1CCCCC1
  TcdB inh: -0.3

structure: C[C@H](CO)N1C[C@H](C)[C@H](CN(C)Cc2ccccc2C(=O)O)Oc2cc(-c3ccccc3)ccc2S1(=O)=O
  TcdB inh: 0.4

structure: C/C=C/c1ccc([C@@H]2[C@@H](CO)N[C@@H]2CN(C(=O)C2CCC2)C(C)C)cc1
  TcdB inh: -0.2

structure: C[C@H]1CN([C@@H](C)CO)C(=O)CCCn2cc(nn2)CO[C@H]1CN(C)C(=O)Nc1ccc(N2CCN(C)CC2)cc1
  TcdB inh: -0.2

structure: O=C(C1CCC1)N1C[C@H]2[C@@H](c3ccccc31)[C@@H](CO)N2C(=O)Nc1cccc(F)c1
  TcdB inh: 2.3

structure: COc1ccc(CN(C)C[C@@H]2Oc3c(NS(=O)(=O)c4ccc(OC)cc4)cccc3C(=O)N([C@@H](C)CO)C[C@@H]2C)cc1
  TcdB inh: 2.4

structure: CC(=O)N(C)C[C@@H]1Oc2cc(C3=CCCC3)ccc2S(=O)(=O)N([C@H](C)CO)C[C@H]1C
  TcdB inh: 0.6

structure: O=C(Cc1cccnc1)N1CCCCN2[C@H](C1)[C@H](c1ccc(/C=C/c3ccccc3)cc1)[C@@H]2CO
  TcdB inh: 0.2

structure: O=C(C[C@H]1CC[C@H](NC(=O)Nc2ccc(F)cc2)[C@@H](CO)O1)NCCN1CCCC1
  TcdB inh: -7.0

structure: C[C@H](CO)N1C[C@H](C)[C@H](CN(C)C(=O)Nc2ccccc2)Oc2ccc(NS(=O)(=O)c3cn(C)cn3)cc2CC1=O
  TcdB inh: -0.9

structure: O=C(NCC[C@@H]1CC[C@H](NC(=O)C2CC2)[C@H](CO)O1)c1ccc(F)cc1
  TcdB inh: 1.3

structure: O=C(O)C[C@H]1C[C@H]2c3cc(NC(=O)c4ccc5c(c4)OCO5)ccc3O[C@H]2[C@H](CO)O1
  TcdB inh: 0.7

structure: CO[C@H]1CN(C)C(=O)c2cc(NC(=O)C3CC3)ccc2OC[C@@H](C)N(Cc2ccc(F)cc2)C[C@H]1C
  TcdB inh: 0.7

structure: C[C@@H]1CN([C@@H](C)CO)C(=O)CCCn2cc(nn2)CO[C@@H]1CN(C)C(=O)Nc1cccc(Oc2ccccn2)c1
  TcdB inh: 0.5

structure: CN(C)C(=O)c1cccc(-c2ccc3c(c2)[C@@H]2[C@@H](CCN2C(=O)C2CCCC2)[C@@H](CO)N3)c1
  TcdB inh: 0.1

structure: C[C@H](CO)N1C[C@H](C)[C@@H](CN(C)Cc2ccc(Cl)c(Cl)c2)OCCCC[C@H](C)Oc2ccc(NC(=O)NC3CCCCC3)cc2C1=O
  TcdB inh: 0.6

structure: CNC(=O)C[C@@H]1CC[C@H]2[C@@H](COc3ccc(NC(=O)c4ccc(OC)cc4)cc3C(=O)N2C)O1
  TcdB inh: 0.8

structure: C[C@H](CO)N1C[C@H](C)[C@H](CN(C)C(=O)Nc2ccc(F)cc2)OCCCC[C@H](C)Oc2ccc(NS(=O)(=O)c3ccc(Cl)cc3)cc2C1=O
  TcdB inh: 0.8

structure: C[C@H]1CN([C@@H](C)CO)C(=O)CCCn2cc(nn2)CO[C@@H]1CN(C)Cc1ccc(Cl)c(Cl)c1
  TcdB inh: -0.2

structure: COCC(=O)N(C[C@H]1N[C@H](CO)[C@@H]1c1ccc(C2=CCCCC2)cc1)C(C)C
  TcdB inh: 0.5

structure: C[C@H](CO)N1C[C@H](C)[C@@H](CN(C)C(=O)Nc2ccc(C(F)(F)F)cc2)OCc2cnnn2CCCC1=O
  TcdB inh: 0.7

structure: CCO[C@@H]1OC(C(=O)N2CCCC2)=C[C@H](C2CCCCC2)[C@H]1CCCO
  TcdB inh: -1.4

structure: O=C(C[C@@H]1C[C@H]2c3cc(NC(=O)NC4CCCCC4)ccc3O[C@H]2[C@H](CO)O1)NC1CCCC1
  TcdB inh: -0.7

structure: O=C(NCC1CCCCC1)[C@@H]1[C@@H](CO)[C@@H]2Cn3c(ccc(C4=CCCC4)c3=O)[C@H]1N2
  TcdB inh: -0.2

structure: N#Cc1cccc(-c2ccc([C@H]3[C@@H](CO)N4CCCCN(C(=O)Cc5ccncc5)C[C@@H]34)cc2)c1
  TcdB inh: -1.2

structure: C[C@@H]1CCCCO[C@@H](CN(C)S(=O)(=O)c2ccccc2)[C@H](C)CN([C@@H](C)CO)C(=O)c2cc(NC(=O)Nc3ccc(C(F)(F)F)cc3)ccc2O1
  TcdB inh: 0.2

structure: COc1ccc2c3c([nH]c2c1)[C@H](CO)N(Cc1ccncc1)CC31CCN(C(=O)Cc2ccncc2)CC1
  TcdB inh: -0.3

structure: CCC(=O)N(C)C[C@H]1Oc2cc(C#Cc3ccncc3)ccc2S(=O)(=O)N([C@@H](C)CO)C[C@@H]1C
  TcdB inh: 0.6

structure: C[C@@H]1CN([C@H](C)CO)C(=O)Cc2cc(NC(=O)C3CC3)ccc2O[C@@H]1CN(C)Cc1ccccc1
  TcdB inh: -0.2

structure: CCCN1[C@@H]2c3cccc(=O)n3C[C@H]1[C@H](CO)[C@H]2C(=O)N(C)C
  TcdB inh: -1.0

structure: C[C@H]1CN([C@@H](C)CO)C(=O)Cc2cc(NC(=O)Nc3ccc(C(F)(F)F)cc3)ccc2O[C@@H]1CN(C)Cc1ccccc1
  TcdB inh: 1.0

structure: O=C(C[C@H]1CC[C@H]2[C@@H](COC[C@H](O)CN2Cc2nccs2)O1)NCc1ccc(Oc2ccccc2)cc1
  TcdB inh: -0.9

structure: CC(C)NC(=O)N(C)C[C@@H]1Oc2ccc(NC(=O)CCC(F)(F)F)cc2C(=O)N([C@@H](C)CO)C[C@@H]1C
  TcdB inh: 0.4

structure: O=C(C[C@H]1C=C[C@H](NC(=O)c2ccc3c(c2)OCO3)[C@@H](CO)O1)NC1Cc2ccccc2C1
  TcdB inh: -1.0

structure: CC(=O)N(C)C[C@H]1Oc2cc(C#Cc3cccc(F)c3)ccc2S(=O)(=O)N([C@@H](C)CO)C[C@@H]1C
  TcdB inh: 2.4

structure: COc1ccc(S(=O)(=O)Nc2ccc3c(c2)CC(=O)N([C@H](C)CO)C[C@@H](C)[C@H](CN(C)Cc2ccccc2)O3)cc1
  TcdB inh: 0.6

structure: CC(C)NC(=O)Nc1ccc2c(c1)C(=O)N([C@@H](C)CO)C[C@H](C)[C@@H](CN(C)C(=O)Nc1cccc3ccccc13)O2
  TcdB inh: 1.1

structure: CCCNC(=O)N[C@@H]1CC[C@@H](CC(=O)NCCc2ccccc2)O[C@H]1CO
  TcdB inh: -1.6

structure: O=C(Nc1ccccc1)N1C[C@H]2[C@@H](c3ccccc31)[C@H](CO)N2C(=O)c1ccccn1
  TcdB inh: -0.2

structure: C[C@@H]1CN([C@H](C)CO)C(=O)c2cccc(NC(=O)c3nc4ccccc4s3)c2O[C@H]1CN(C)Cc1ccncc1
  TcdB inh: 1.2

structure: C[C@H]1CN([C@@H](C)CO)C(=O)c2c(c3ccccc3n2C)-c2ccccc2CO[C@@H]1CN(C)C(=O)[C@@H]1CCCN1C
  TcdB inh: 0.5

structure: O=C(Cc1ccccn1)N1CC(=O)N2[C@@H](CO)[C@@H](c3ccc(C#CC4CCCC4)cc3)[C@@H]2C1
  TcdB inh: -0.9

structure: O=C(Nc1ccccc1Cl)N1C[C@@H]2[C@H](c3ccccc31)[C@H](CO)N2C(=O)c1cccnc1
  TcdB inh: -0.4

structure: Cc1ccc(NC(=O)Nc2ccc3c(c2)C(=O)N(C)[C@H]2CC[C@H](CC(=O)NCC(F)(F)F)O[C@@H]2CO3)cc1
  TcdB inh: -0.2

structure: C[C@H](CO)N1C[C@H](C)[C@H](CN(C)C(=O)Nc2ccccc2)Oc2ccc(NC(=O)Nc3ccccc3)cc2CC1=O
  TcdB inh: -0.1

structure: COc1ccc(NC(=O)N(C)C[C@@H]2Oc3cc(C#CCC(C)C)ccc3S(=O)(=O)N([C@H](C)CO)C[C@@H]2C)cc1
  TcdB inh: 1.8

structure: COc1ccccc1C#Cc1cnc2c(c1)C(=O)N([C@@H](C)CO)C[C@@H](C)[C@@H](CN(C)C(=O)CC1CC1)O2
  TcdB inh: 0.8

structure: CC(C)NC(=O)N(C)C[C@@H]1Oc2c(NC(=O)Nc3ccccc3)cccc2C(=O)N([C@H](C)CO)C[C@@H]1C
  TcdB inh: 0.4

structure: COCCNC(=O)c1cc2c(c(-c3cccc(-c4cccc(F)c4)c3)n1)[C@@H](CCO)N(S(=O)C(C)(C)C)C2 (stereo not given in full)
  TcdB inh: 3.7

structure: Cc1ccccc1S(=O)(=O)N1C[C@H](O)COC[C@H]2O[C@H](CC(=O)N3CCOCC3)CC[C@@H]21
  TcdB inh: -0.7

structure: C[C@@H]1CN([C@H](C)CO)C(=O)Cc2cc(NS(=O)(=O)c3cn(C)cn3)ccc2O[C@@H]1CN(C)C(=O)Nc1ccc2c(c1)OCO2
  TcdB inh: -1.1

structure: COc1ccc(-c2ccc3n(c2=O)C[C@@H]2[C@@H](CO)[C@H](C(=O)N4CCOCC4)[C@H]3N2C)cc1
  TcdB inh: -3.0

structure: C[C@@H]1CN([C@H](C)CO)S(=O)(=O)c2ccc(C#CC3CC3)cc2O[C@H]1CN(C)CC1CCOCC1
  TcdB inh: -0.5

structure: COc1ccccc1C(=O)Nc1ccc2c(c1)C(=O)N(C)[C@H]1CC[C@H](CC(=O)NCc3ccc(Cl)c(Cl)c3)O[C@H]1CO2
  TcdB inh: -2.4

structure: C[C@H](CO)N1C[C@H](C)[C@H](CN(C)S(=O)(=O)c2ccc(F)cc2)Oc2ncc(C#Cc3cccc(F)c3)cc2C1=O
  TcdB inh: -0.3

structure: CCC(=O)N1CC(=O)N2[C@H](CO)[C@@H](c3ccc(-c4ccc(C(=O)N(C)C)cc4)cc3)[C@@H]2C1
  TcdB inh: -1.4

structure: CCNC(=O)C[C@@H]1CC[C@@H]2[C@@H](COc3ccc(NC(=O)c4ccc(C(F)(F)F)cc4)cc3C(=O)N2C)O1
  TcdB inh: 1.1

structure: N#C[C@@H]1[C@H](c2ccc(C#CC3CCCCC3)cc2)[C@@H](CO)N1C(=O)Nc1ccc(F)cc1
  TcdB inh: 1.7

structure: Cc1noc(C)c1NC(=O)N1C[C@@H](O)COC[C@H]2O[C@H](CC(=O)NCC3CC3)CC[C@@H]21
  TcdB inh: 2.0

structure: CN(C)CCCNC(=O)C[C@@H]1CC[C@@H]2[C@H](COc3ccc(NC(=O)NC4CCCC4)cc3C(=O)N2C)O1
  TcdB inh: 0.0

structure: N#Cc1cccc(-c2ccc([C@H]3[C@H]4CN(C(=O)Nc5ccc(F)cc5)CCCCN4[C@H]3CO)cc2)c1
  TcdB inh: 0.4

structure: O=C(C[C@H]1CC[C@@H](NS(=O)(=O)c2ccc(F)cc2)[C@@H](CO)O1)N1CCN(c2ccccc2)CC1
  TcdB inh: 0.5

structure: C[C@@H]1CN([C@H](C)CO)C(=O)c2cccc(NC(=O)c3nc4ccccc4s3)c2O[C@H]1CN(C)CC1CC1
  TcdB inh: -0.6

structure: C[C@@H]1CN([C@H](C)CO)C(=O)c2cc(NS(C)(=O)=O)ccc2O[C@@H](C)CCCCO[C@@H]1CN(C)C(=O)CCCN(C)C
  TcdB inh: 1.1
